Mtb FBA inh = Mtb fructose-bisphosphate aldolase inhibition; P9WQA3; purified M. tuberculosis FBA, fluorescence read-out; inhibition, % at 1 µM; 2.3% of 360,000 active; AID 588726; in the data active means inhibition above about 27%;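 further: 0% = vehicle and 100% = reference inhibitor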
Target sequence (P9WQA3 whole entry, looked up): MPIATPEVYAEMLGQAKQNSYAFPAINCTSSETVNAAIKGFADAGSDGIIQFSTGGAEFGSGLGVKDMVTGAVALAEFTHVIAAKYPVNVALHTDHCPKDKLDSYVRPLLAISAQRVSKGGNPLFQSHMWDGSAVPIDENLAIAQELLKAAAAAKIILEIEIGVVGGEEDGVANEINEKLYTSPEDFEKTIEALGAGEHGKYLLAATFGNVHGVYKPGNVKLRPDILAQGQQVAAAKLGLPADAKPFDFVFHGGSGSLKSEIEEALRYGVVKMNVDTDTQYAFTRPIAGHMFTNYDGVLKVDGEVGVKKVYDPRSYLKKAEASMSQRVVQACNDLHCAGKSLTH
FadD28 FP inh = blocks FadD28 binding to the bisubstrate probe | fluorescence polarization | inhibition, % at 12.5 µM | 0.22% of 360,000 active | AID 588549; in the data active means inhibition above about 8.5%, passing the limit was not always enough
BoNT F protease = blocks Botulinum neurotoxin F light chain protease. Multiplex microsphere protease cleavage assay, flow cytometry. inhibition, % at 10 µM. 0.22% of 360,000 active. AID 588497; in the data active means inhibition above about 35%, passing the limit was not always enough; further: plate controls were buffer without enzyme for full effect and enzyme alone for no effect
Mtb BioA inh = blocks M. tuberculosis BioA enzyme activity | purified M. tuberculosis BioA enzyme, plate reader | inhibition, % at 9.99 µM | 0.096% of 360,000 active | AID 602481; in the data active means inhibition above about 40%
Mtb UGM inh = blocks M. tuberculosis UGM enzyme | P9WIQ1 | purified UGM, fluorescence polarization probe displacement | inhibition, % at 10 µM | 0.06% of 320,000 active | AID 504406; in the data active means inhibition above about 10%, passing the limit was not always enough
Target sequence (P9WIQ1 whole entry, looked up): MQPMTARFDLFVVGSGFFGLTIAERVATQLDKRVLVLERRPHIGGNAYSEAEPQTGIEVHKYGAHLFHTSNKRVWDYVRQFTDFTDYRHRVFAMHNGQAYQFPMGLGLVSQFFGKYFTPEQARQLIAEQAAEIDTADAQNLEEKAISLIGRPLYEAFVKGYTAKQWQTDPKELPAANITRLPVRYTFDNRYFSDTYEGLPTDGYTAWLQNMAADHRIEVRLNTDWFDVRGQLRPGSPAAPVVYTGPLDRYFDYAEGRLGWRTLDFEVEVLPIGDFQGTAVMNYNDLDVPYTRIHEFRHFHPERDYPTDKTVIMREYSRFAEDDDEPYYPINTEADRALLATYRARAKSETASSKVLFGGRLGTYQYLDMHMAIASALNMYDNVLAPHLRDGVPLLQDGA
BoNT-A LC inh2 = blocks Botulinum neurotoxin A light chain protease. multiplex microsphere protease substrate cleavage, flow cytometry. inhibition, % at 10 µM. 0.17% of 360,000 active; in the data active means inhibition above about 30%; further: plate controls were buffer without enzyme for full effect and enzyme alone for no effect
GDH-TPI inh = counter-screen for M. tuberculosis FBA inhibitors: GDH-TPI coupled enzymes; GDH-TPI coupled enzyme counterscreen, NADH absorbance; inhibition, % at 4.8 µM; 1.2% of 360,000 active;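 further: 0% = DMSO wells and 100% = wells lacking the enzyme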
CCHF vOTU inh = CCHFV vOTU protease inhibition; Pep-AMC fluorescence; inhibition, % at 11.5 µM; 0.55% of 370,000 active; AID 651958; further: 0% = vehicle wells with enzyme and 100% = no enzyme wells
PrPC surface inh = reduces human prion protein on the cell surface | P04156 | 0.43% of 370,000 active | inhibition, % at 13.8 µM | cell surface PrPC, TR-FRET read-out | AID 720596; in the data active means inhibition above about 24%; further: 0% = median of the test wells and 100% = reference compound wells
* hit, by the source's call; · = not tested or not shown; & = joins results of further samples. Unless noted, no stated cut-off is given here; in the data, active means inhibition above about 30%; inactive means the rest.

SMILES | Mtb FBA inh | FadD28 FP inh | BoNT F protease | Mtb BioA inh | Mtb UGM inh | BoNT-A LC inh2 | GDH-TPI inh | CCHF vOTU inh | PrPC surface inh
O=C(CNc1cccc2ccccc12)N/N=C/c1ccc([N+](=O)[O-])o1 | 6 | -0.7 | -3 | -0.8 | 0.9 | -1.3 | 19 | 17 | -28
O=C(NCc1ccco1)/C(=C/c1ccco1)NC(=O)c1ccc(Br)o1 | 2 | -2.2 | -5 | 0.8 | -0.3 | 0.4 | 9 | -17 | -9
O=C(NCc1nnnn1-c1ccc(F)c(F)c1)c1ccc2c(c1)OCO2 | 1 | -1.2 | · | 1.6 | 1.3 | · | 12 | 3 | 0
Cc1ccc(NC(=O)OCCNC(=O)OC(C)C)cc1 | -1 | -3.8 | -1 | · | -3.2 | -0.6 | -8 | -1 | -1
CCCn1c(SCC(=O)Nc2cccc(S(=O)(=O)N3CCCC3)c2)n[nH]c1=O | -1 | -3.6 | -5 | · | 0.2 | -1.9 | -9 | 6 | 12
CN1CCN(C(=O)CNC(=O)Cc2ccc(Cl)cc2)CC1 | 2 | -2.0 | 26 | -0.4 | -0.4 | -0.3 | -2 | 8 | -6
O=C(NC(N1CCOCC1)C(Cl)(Cl)Cl)c1cc([N+](=O)[O-])cc([N+](=O)[O-])c1 (stereo not drawn) | -1 | -2.0 | 1 | · | -0.6 | -0.4 | -3 | 9 | -51
COc1ccc(S(=O)(=O)N(C)CC(=O)N2CCOCC2)cc1Cl | 4 | -1.1 | 8 | 1.5 | 4.2 | -0.6 | 0 | 6 | 0
COC(=O)Cc1ccc2c3ccccc3n(C)c2c1 | 2 | -1.9 | -8 | 1.4 | 1.5 | 0.5 | 7 | 2 | 7
O=C(CNCCC1=CCCCC1)Nc1ccccc1N1CCCCC1 | 3 | -2.1 | -11 | -1.1 | -3.4 | -2.6 | 1 | 24 | 9
CCOC(=O)c1[nH]ncc1[C@@H]1C[C@H]2CN(Cc3cccc(Cl)c3)C(=O)[C@]23CCCN13 | 2 | -4.1 | 0 | -0.4 | -2.4 | 0.5 | -6 | 0 | -6
O=C(CN1C(=O)NC2(CCc3ccccc32)C1=O)c1ccc(Br)s1 (stereo not drawn) | 2 | 1.1 | 0 | -0.1 | 2.3 | 0.5 | -9 | 22 | -2
Cc1cc(S(=O)(=O)N(Cc2ccc(C(C)(C)C)cc2)Cc2cccs2)ccc1-n1cnnn1 | 5 | -1.2 | 3 | 0.3 | -1.3 | -0.3 | 1 | 28 | -7
Cc1ccc(S(=O)(=O)N2CCC(=O)N([C@H](COCc3ccc(C(F)(F)F)cc3)Cc3ccccc3)CC2)cc1 | · | · | -2 | · | · | 0.1 | · | -3 | -3
O=C(CN(C(=O)CSc1nc2ccccc2o1)c1ccccc1F)NC1CCCCC1 | 4 | 0.0 | -4 | · | 0.9 | -0.4 | -2 | 1 | 7
COc1c(C(C)C)oc2cc3oc(=O)ccc3cc12 | 14 | -1.0 | -9 | · | 3.6 | 0.1 | 2 | -5 | 5
Cc1ccc(-c2cc(C(=O)Nc3cnn(C(C)C)c3)no2)cc1 | 5 | 0.3 | 14 | -0.2 | -1.4 | 0.8 | -1 | -3 | 0
COc1cc(C(=O)N2Cc3ccc(Br)cc3-n3nncc3C2)cc(OC)c1OC | 1 | -1.5 | -1 | 1.4 | · | -0.2 | · | 2 | 0
COc1ccc(NC(=O)C2CCCN(S(=O)(=O)c3c(C)[nH]c(=O)[nH]c3=O)C2)cc1Cl (stereo not drawn) | 1 | -1.1 | -5 | · | 0.5 | 0.3 | 8 | -1 | 8
Cc1ccc([C@H]2C[C@@H](O)[C@H](n3cc(C4CC4)nn3)CN2C(=O)C2CCCCC2)cc1 | -4 | -2.6 | 2 | -4.1 | · | -0.1 | -5 | 2 | 1
Cc1ccc2c(c1)c(=O)c1c3n2CCN(CC#N)C3CC1 (stereo not drawn) | -2 | -1.3 | 2 | · | 2.4 | 0.5 | -4 | -6 | -2
CCCc1nc(NC2CCCCC2)c(C#N)c2c1COC(C)(C)C2 | 2 | -3.0 | -1 | -0.8 | 0.7 | 0.4 | -4 | 21 | 0
N#Cc1nc(-c2cccs2)oc1N1CCN(c2ccccc2)CC1 | 13 | -4.9 | -5 | 6.3 | 0.1 | -3.0 | 17 | 5 | 5
Cc1ccc(S(=O)(=O)N2CCOCC2)cc1C(=O)NC(=S)N(Cc1ccccc1)C(C)C | -3 | -5.3 | -10 | · | 4.0 | -1.4 | -3 | -7 | 2
COc1cccc(-c2cc(NC=O)c3ncc(-c4cccc(C(=O)NCCN(C)C)c4)n3c2)c1 | 1 | -18 | -34 | 3.5 | · | 4.5 | 8 | -3 | -11
O=C(NC1CC1)c1ccc(C2SCC(=O)N2Cc2ccccc2)cc1 (stereo not drawn) | 4 | -0.8 | 0 | · | -3.0 | -0.5 | 6 | -10 | -7
CCCc1nnc(NC(=O)C2CC(=O)N(CCc3ccc(F)cc3)C2)s1 (stereo not drawn) | 5 | -1.9 | -21 | 0.0 | 1.1 | -4.7 | 1 | -7 | 1
COc1c(Cl)ccc(Cl)c1C(=O)NCc1ccco1 | 2 | -1.3 | 0 | · | 0.5 | 0.9 | 3 | -1 | 5
COc1ccc(OC)c(NC(=O)COC(=O)COc2c(Cl)cc(Cl)c3ccc(C)nc23)c1 | 4 | -4.6 | -4 | -0.6 | 0.5 | -0.4 | -6 | -5 | -7
CCc1c(C)c(C#N)c2nc3ccccc3n2c1NCc1ccccn1 | 16 | 0.9 | -2 | 1.2 | -1.6 | -0.6 | 1 | -19 | -8
COc1ccc(CSc2nnc(-c3ccncc3)n2N)cc1 | -2 | -0.7 | 5 | · | 1.7 | -2.7 | -4 | 6 | 6
O=C(c1ccc(Cl)cc1)c1cccc(O)c1 | 2 | -0.7 | 7 | · | · | -0.2 | 12 | -2 | 0
CC(/C=N/NC(=O)CCn1nnc2ccccc21)=C\c1ccccc1 | -4 | -1.8 | 1 | · | 0.2 | -0.4 | 4 | 1 | -5
CC1(Cc2ccccc2OC(F)(F)F)C(=O)Nc2cc(-c3ccccc3Cl)ccc21 (stereo not drawn) | -3 | 0.5 | 0 | -0.7 | · | 0.3 | 2 | 7 | -3
Cn1cc(C(CO)Cc2ccccc2)c2ccccc21 (stereo not drawn) | 3 | 1.0 | -1 | -0.1 | 4.4 | 0.1 | 2 | 3 | 0
Cc1ccc(S(=O)(=O)NCC(=O)N2CCOCCOCCOCC2)cc1 | -2 | 1.5 | -2 | -1.8 | -4.2 | -5.1 | -8 | 1 | 0
CCOc1nc(NC(C)C)nc(N2CC3CC(C2)c2cccc(=O)n2C3)n1 (stereo not drawn) | -2 | -0.8 | -9 | -0.9 | -0.5 | -0.3 | 2 | 2 | -5
CCc1ccccc1NC1=NCC(=O)N1C1CCCCC1 | 1 | -2.6 | -7 | 1.4 | -1.3 | -0.8 | 1 | 5 | 4
O=C(OC1CCCCC1=O)c1cccc(S(=O)(=O)N2CCCCC2)c1 (stereo not drawn) | 0 | -2.8 | -7 | 0.0 | · | -0.7 | -7 | -3 | -1
Cc1ccc(NC(=O)C2(S(=O)(=O)c3ccc(Cl)cc3)CC2)cc1 | 7 | 0.1 | 5 | -2.1 | 1.4 | 2.8 | 9 | -11 | 4

An excerpt of the results above, as a working copy:
SMILES | Mtb FBA inh | FadD28 FP inh | BoNT F protease | Mtb BioA inh | Mtb UGM inh | BoNT-A LC inh2 | GDH-TPI inh | CCHF vOTU inh | PrPC surface inh
COc1ccc(CSc2nnc(-c3ccncc3)n2N)cc1 | -2 | -0.7 | 5 | · | 1.7 | -2.7 | -4 | 6 | 6
O=C(c1ccc(Cl)cc1)c1cccc(O)c1 | 2 | -0.7 | 7 | · | · | -0.2 | 12 | -2 | 0
CC(/C=N/NC(=O)CCn1nnc2ccccc21)=C\c1ccccc1 | -4 | -1.8 | 1 | · | 0.2 | -0.4 | 4 | 1 | -5

Next section:
SMILES | Mtb FBA inh | FadD28 FP inh | BoNT F protease | Mtb BioA inh | Mtb UGM inh | BoNT-A LC inh2 | GDH-TPI inh | CCHF vOTU inh | PrPC surface inh
c1ccc(CNc2c3c(nc4ncnn24)CCCC3)nc1 | 0 | -2.0 | -13 | 3.1 | 1.7 | -0.7 | -5 | 5 | 2
CC(=O)c1cccc(S(=O)(=O)NCC2CCCCC2)c1 | 0 | -2.5 | -2 | 0.3 | 0.1 | 0.9 | -1 | -5 | 4
Clc1cccc(-c2ccc(C=Nc3ccc(N4CCOCC4)cc3)o2)c1 | -5 | -4.4 | -6 | · | 5.2 | -1.0 | 16 | 15 | -19
Cc1cc(C(=O)NCc2ccc(C(=O)O)o2)c(C)o1 | 0 | -2.4 | -3 | -0.7 | -1.7 | -0.4 | 0 | · | ·
CC(C)C[C@H](NC(=O)N1CC(=O)Nc2ccccc21)C(=O)N1CCC[C@H]1C(=O)O | 2 | -0.2 | -1 | -0.5 | 1.6 | -0.5 | 12 | -5 | -5
COc1ccc(S(=O)(=O)N2CCC(C(=O)Nc3ccc(OC)c(OC)c3)CC2)cc1C | 2 | -1.0 | -10 | · | -2.3 | 0.2 | 3 | 2 | 3
CC(C)C(=O)Nc1nnc(SCC(=O)NCC2CCCO2)s1 (stereo not drawn) | -3 | 1.1 | -4 | · | -0.8 | 0.0 | -2 | -4 | -1
CSc1ccc(C(=O)C2CCCN(C(=O)c3cccnc3SC)C2)cc1 (stereo not drawn) | 5 | -1.1 | -15 | 16 | -2.6 | -0.5 | 17 | 2 | 0
COc1ccc(N2CCN(C(=O)C3CCCN(S(=O)(=O)c4c(C)noc4C)C3)CC2)cc1 (stereo not drawn) | -4 | -1.8 | -1 | 0.4 | -2.3 | -0.2 | 7 | 4 | -3
C[C@H](CO)N1C[C@H](C)[C@@H](CN(C)C(=O)Nc2ccc3c(c2)OCO3)Oc2ccc(NC(=O)CCC(F)(F)F)cc2C1=O | -2 | -2.2 | 8 | -1.5&1.3 | 0.1 | 0.0 | 8 | 2 | 8
O=S(=O)(c1ccc(NC(=S)N2CCOCC2)cc1)N1CCCCC1 | 1 | 0.6 | 2 | -1.1 | · | -0.4 | 13 | 0 | 0
Cc1ccc(/C=C/C(=O)OC(C)C(=O)Nc2ncc(Cl)cc2Cl)o1 (stereo not drawn) | -3 | -1.1 | -10 | -0.5 | -2.2 | -1.0 | 6 | 19 | 0
Cc1c(N(C)C(=O)COc2ccc3ccccc3c2)c(=O)n(-c2ccccc2)n1C | -2 | 0.3 | 4 | -1.0 | 1.6 | -2.2 | 3 | -2 | -3
CCOC(=O)c1c(C)n(CC(O)c2ccccc2)c2ccc(O)cc12 (stereo not drawn) | 2 | -3.7 | 4 | · | 0.0 | -0.5 | -8 | 13 | -1
CC(=O)NCCC(=O)Nc1nc(-c2ccc3ccccc3c2)cs1 | 1 | -1.6 | 0 | -5.4 | · | -0.1 | -5 | -4 | -6
O=[N+]([O-])c1ccc2nc(-c3ccccc3)oc2c1 | -1 | -1.4 | 3 | 0.0 | -1.9 | -0.9 | 15 | -1 | -5
CC1CC(C)CN(C(=O)c2ccc(S(=O)(=O)N3CCCC3)cc2)C1 (stereo not drawn) | 3 | -0.2 | -1 | -0.6 | -4.3 | -0.6 | -4 | 8 | -5
CCOC(=O)c1ccccc1NC(=O)CSc1ccc(-c2ccccn2)nn1 | -3 | 1.7 | -15 | 0.3 | -1.2 | -2.3 | -6 | 15 | -1
Cc1cccc(N2CCN(Cc3ccc(Br)o3)CC2)c1C | 3 | -1.8 | 2 | 0.9 | -0.7 | -0.7 | -6 | 3 | 7
Cc1ccc(NC(=S)NCCSc2ccc(Cl)cc2)c(C)c1 | 1 | -3.3 | -5 | · | 2.1 | -0.5 | -1 | -1 | 9
CCOC(=O)N1CCN(C(=O)COC(=O)Cc2ccc(Cl)cc2)CC1 | -1 | -2.5 | 2 | -0.4 | -1.4 | 0.3 | -4 | -1 | 1
CCOc1ccc(CCNC(=O)c2ccc(CS(=O)Cc3ccc(Cl)cc3)o2)cc1 (stereo not drawn) | -3 | -4.8 | 6 | 0.0 | 0.6 | 0.6 | 1 | 7 | 7

Copied from the list:
CCHF vOTU inh, Cc1c(N(C)C(=O)COc2ccc3ccccc3c2)c(=O)n(-c2ccccc2)n1C → -2
Mtb BioA inh, CCOC(=O)c1ccccc1NC(=O)CSc1ccc(-c2ccccn2)nn1 → 0.3
